DNA FID counter: fluorescent intercalator displacement, NS3 helicase counter-screen; 290,000 tested, 0.17% active; AID 1845; DNA fluorescent intercalator displacement, fluorescence; inhibition, % at 7.9 µM; in the data active = inhibition above about 37%;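 also: 0% = vehicle and 100% = reference compound; higher means more ethidium bromide displaced from hairpin DNA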
GalR3 antagonist: blocks the human galanin receptor 3. HEK293 GalR3-CNG cAMP membrane potential fluorescence; galR3 body fused to GalR1 C-terminus. 360,000 tested, 0.44% active. inhibition, % at 3 µM. O60755;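 active = inhibition above the screen-wide average plus 3 SD, cut at about 13% in these data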;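 also: forskolin and galanin both at EC90 stimulate the cells; cAMP rise reported by CNG channel membrane potential dye signal; 0% = forskolin plus galanin with DMSO and 100% = forskolin alone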
IMP-1 inhibitor: blocks Pseudomonas aeruginosa IMP-1 metallo-beta-lactamase. purified IMP-1, nitrocefin hydrolysis, epi-absorbance fluorescence. inhibition, % at 5.6 µM. 290,000 tested, 0.45% active. AID 1556;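 active = inhibition above the mean plus 3 SD of all compounds in the same screening run, cut at about 4.5% in these data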;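 also: 0% = IMP-1 with DMSO and 100% = DMSO wells lacking enzyme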
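System – purified recombinant IMP-1 beta-lactamase · Input – IMP-1 dispensed at 0.2 nM · Timing – 15 min preincubation plus 25 min reaction at 25 °C · Signal – Epi-absorbance fluorescence, 480 nm excitation, 530 nm emission · Measure – percent IMP-1 inhibition derived from blank-referenced optical density · Controls – Enzyme-plus-DMSO low control, enzyme-free DMSO high control · Replication – singlicate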
VIM-2 inhibitor: inhibitors of Pseudomonas aeruginosa VIM-2 metallo-beta-lactamase; AID 1527; purified VIM-2, nitrocefin hydrolysis, epi-absorbance fluorescence; inhibition, % at 5.6 µM; 290,000 tested, 0.89% active;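 active = inhibition above the mean of all tested compounds plus 3 SD, cutoff set per screening run, cut at about 7.5% in these data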;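 also: red hydrolysis product quenches plate fluorescence so inhibitors raise well fluorescence; 0% = enzyme with DMSO and 100% = DMSO without enzyme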
OXTR agonist: agonists of human oxytocin receptor; P30559; CHO-OTR cells, Fluo-8 calcium fluorescence; normalized: DMSO 0%, oxytocin 100%; activation, % at 3 µM; 320,000 tested, 0.32% active;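 active = activation above the mean of all tested compounds plus 3 SD, cutoff set per screening run, cut at about 20% in these data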;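 also: peak over basal fluorescence ratio from a 100 s FLIPR kinetic read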
Target sequence (P30559 whole entry, looked up): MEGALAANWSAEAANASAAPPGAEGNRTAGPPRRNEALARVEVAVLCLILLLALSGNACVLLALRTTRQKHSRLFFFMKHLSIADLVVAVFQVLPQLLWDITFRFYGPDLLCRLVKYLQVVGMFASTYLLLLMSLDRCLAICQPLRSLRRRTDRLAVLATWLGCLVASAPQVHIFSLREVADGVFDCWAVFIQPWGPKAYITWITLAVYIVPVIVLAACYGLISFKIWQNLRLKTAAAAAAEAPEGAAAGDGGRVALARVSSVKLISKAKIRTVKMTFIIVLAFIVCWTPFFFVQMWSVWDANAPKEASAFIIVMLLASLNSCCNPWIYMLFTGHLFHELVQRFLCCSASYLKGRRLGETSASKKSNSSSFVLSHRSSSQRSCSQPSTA
V1R ag counter: V1a receptor agonism, counter-screen for OXTR agonists | P37288 | CHO-V1R cells, Fluo-8 calcium fluorescence, agonist mode; 0% DMSO, 100% 3 nM vasopressin | activation, % at 3 µM | 320,000 tested, 0.25% active | AID 2797;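 active = activation above the mean activation of all tested compounds plus 3 SD, per screening run, cut at about 20% in these data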;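 also: signal is peak over basal fluorescence ratio across a 100 second FLIPR read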
PHOSPHO1 inh: inhibitors of human PHOSPHO1 phosphatase | inhibition, % at 13.3 µM | recombinant PHOSPHO1, absorbance phosphatase assay | 290,000 tested, 1.1% active; in the data active = inhibition above about 60%
Target sequence (Q8TCT1 whole entry, looked up): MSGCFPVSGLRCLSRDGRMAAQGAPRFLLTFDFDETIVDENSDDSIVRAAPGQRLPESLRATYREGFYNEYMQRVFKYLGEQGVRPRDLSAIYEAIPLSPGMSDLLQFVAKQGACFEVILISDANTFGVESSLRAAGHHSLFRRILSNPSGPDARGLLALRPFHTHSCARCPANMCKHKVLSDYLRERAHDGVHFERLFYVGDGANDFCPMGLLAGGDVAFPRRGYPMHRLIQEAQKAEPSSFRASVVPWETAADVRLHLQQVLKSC
GPR7 antag: antagonists of human GPR7 (neuropeptides B/W receptor 1) | P48145 | GPR7-expressing cells, fluorescence antagonist assay | inhibition, % at 4.4 µM | 290,000 tested, 1.1% active | AID 1861; in the data active = inhibition above about 16%, passing the limit was not always enough;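 also: cells stimulated with the agonist NPW; 0% = agonist with vehicle and 100% = vehicle without agonist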
Target sequence (P48145 whole entry, looked up): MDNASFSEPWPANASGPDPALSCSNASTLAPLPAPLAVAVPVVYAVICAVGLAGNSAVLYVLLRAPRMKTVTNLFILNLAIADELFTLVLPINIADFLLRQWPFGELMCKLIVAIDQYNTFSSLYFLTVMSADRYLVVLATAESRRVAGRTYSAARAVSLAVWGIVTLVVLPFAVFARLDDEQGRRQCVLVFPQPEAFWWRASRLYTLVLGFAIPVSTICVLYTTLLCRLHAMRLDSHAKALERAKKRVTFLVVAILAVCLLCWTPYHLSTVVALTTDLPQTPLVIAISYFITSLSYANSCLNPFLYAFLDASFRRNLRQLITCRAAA
NS3 helicase inh: inhibitors of Hepatitis C virus NS3 helicase | NS3 helicase DNA unwinding, Cy5 molecular beacon fluorescence | inhibition, % at 10.9 µM | 290,000 tested, 0.56% active;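 active = inhibition above the mean of all tested compounds plus 3 SD, set per campaign, cut at about 35% in these data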;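 also: 0% = DMSO wells and 100% = thioflavine S control wells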
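Assay system: hepatitis C virus NS3 helicase domain fragment enzyme. Also added: annealed dual-labelled DNA beacon duplex, ATP-started. Timing: 1 h reaction at 25 °C, ATP-initiated. Technique: Cy5 fluorescence at 0 and 60 min, beacon hairpin quenching. Evaluation: % inhibition of unwinding. Replication: one well per compound.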
Starred values were filed as active, the others as inactive; / = no result given; & = joins results of further samples.

SMILES | DNA FID counter | GalR3 antagonist | IMP-1 inhibitor | VIM-2 inhibitor | OXTR agonist | V1R ag counter | PHOSPHO1 inh | GPR7 antag | NS3 helicase inh
Cc1nnc(SCc2cccc(Cl)c2)n(N)c1=O | -4 | 3 | -3.8 | -3.4 | 2.5 | 2.3 | -23 | -7 | -14
COc1ccccc1C(=O)N1CCN(C(=O)Cc2ccccc2)CC1 | -8 | -4 | -0.6 | -1.4 | 0.2 | 0.2 | 31 | -2 | -3
CN1CCN(CCCNC(=O)C2CC(=O)N(C3CCCCC3)C2)CC1 (stereo not given) | 0 | 2 | -3.2 | -1.5 | 0.8 | 0.7 | 20 | -4 | 2
Cc1cccc(S(=O)(=O)NC(Cc2c[nH]c3ccccc23)C(=O)O)c1 (stereo not given) | -7 | 3 | -1.3 | -2.4 | 0.3 | -0.3 | 1 | -6 | -1
Cc1ccc([N+](=O)[O-])cc1NC(=O)CCCOc1ccccc1 | 9 | -3 | -0.9 | -1.6 | -0.2 | -0.2 | 45 | -3 | 0
O=[N+]([O-])c1cccn2cc(-c3ccc(Br)cc3)nc12 | 6 | -2 | 1.6 | 0.8 | -1.5 | -1.1 | 6 | -4 | 3
CC(C)[C@@H]1NC(=O)c2cc([N+](=O)[O-])cc(F)c2NCCC[C@@H](C(N)=O)NC(=O)[C@H](CO)NC1=O | -8 | / | -3.6 | -3.4 | / | / | -14 | -1 | 3
O=C(O)c1ncc(Cl)c(Cl)c1Cl | 4&7 | 4&-4 | -1.7&-3.5 | -0.7&-2.0 | -0.4&0.8 | -0.2&0.8 | 19&16 | -12&-17 | 1&-40
COC(=O)c1cc2c(ccn2-c2ccc(F)cc2)n1Cc1cccc(OC)c1 | -1 | 4 | -3.1 | -2.2 | 0.8 | 1.1 | 0 | -7 | -9
CC(C)OC(=O)/C(=C/c1ccc2c(c1)c1ccccc1n2C)NC(=O)c1ccccc1 | -15 | -10 | 1.3 | -0.7 | -1.2 | 1.0 | 9 | -5 | -11
CSc1ccc(C(=O)C2CCCN(Cc3ccc(N4CCNC4=O)cc3)C2)cc1 (stereo not given) | 4 | -3 | 0.1 | 1.2 | 1.2 | 1.6 | 46 | 8 | -4
O=c1[nH]c(CSc2nnc(-c3ccncc3)n2Cc2ccco2)nc2ccccc12 | -20 | -1 | 2.6 | -2.9 | -0.2 | 0.6 | 29 | -8 | -4
COc1ccccc1CNC(=O)CSc1ccc(C(=O)Nc2ccccc2OC)cc1[N+](=O)[O-] | -4 | -2 | -2.5 | -2.8 | -0.1 | -0.1 | 8 | -7 | 4
O=S(=O)(Nc1ccc(S(=O)(=O)Nc2cccc3ccccc23)cc1)c1ccccc1 | -8 | -5 | -3.6 | -3.4 | 5.0 | 6.4 | 13 | 2 | -12
CC(=O)NC(CC(=O)OC(C)C(=O)Nc1ncc(Cl)cc1Cl)c1ccccc1 (stereo not given) | 4 | -2 | -1.7 | -1.0 | -1.1 | 0.4 | 33 | -10 | -11
O=C(CSc1nnc(CNc2ccc(F)cc2)o1)c1ccccc1 | -4 | -2 | -2.9 | -3.6 | 0.8 | 1.8 | -6 | -7 | 6
Cc1nc([N+](=O)[O-])cn1CCCCN1C(=O)c2ccccc2C1=O | 0 | 4 | -2.1 | -1.2 | 0.7 | 1.1 | 13 | -13 | 5
CCCc1nc(SCC(=O)NC2CC2)c2c(C)c(C)sc2n1 | -25 | -10 | -3.5 | -1.3 | -1.3 | -0.4 | 51 | -13 | 3
Cc1oc(C)c(C(=O)O)c1COc1ccc(C(=O)O)cc1 | -3 | -1 | -6.8 | -3.7 | 0.8 | 0.2 | 2 | -10 | -1
Brc1cccc(CNCCCN2CCOCC2)c1 | 7 | -1 | -2.4 | -2.0 | 1.4 | 0.9 | 38 | -13 | -9
COc1ccc(CCNC(=O)c2cc(=O)c3cc(C)ccc3o2)cc1 | -28 | -6 | -2.4 | -4.0 | 6.2 | 7.6 | 31 | 2 | 4
COc1cccc(/C=N/NC(=O)CCc2n[nH]c(=O)[nH]c2=O)c1O | -1 | -3 | -4.2 | -1.4 | 0.7 | 1.2 | 8 | -2 | 4
C#CCOCCOCCOCCNc1nc(N2CCN(C(=O)[C@H](Cc3ccc(O)cc3)n3cc(CCO)nn3)CC2)nc(N2CCN(C(=O)[C@H](Cc3ccc(O)cc3)n3cc(CCO)nn3)CC2)n1 | -57 | / | 1.6 | -1.0 | -0.1 | 0.7 | -18 | -7 | -16
CC(C)(C)C(=O)COC(=O)CCc1nc2ccccc2[nH]c1=O | 1 | -5 | -3.8 | -2.9 | -0.1 | 0.3 | 45 | 4 | -8
Cc1c2cnn(CC(=O)N3CCOCC3)c(=O)c2c(C)n1Cc1ccccc1F | -23 | / | -3.9 | -2.3 | -0.2 | 3.4 | 18 | -8 | -9
Cc1cc(C(=O)N2CCN(c3cc(Cl)ccc3C)CC2)on1 | -34 | / | -4.2 | -2.3 | -0.8 | 0.5 | 12 | 5 | -5
Cc1cc(NC(=O)CSc2nc3cc(C(=O)NCCCOC(C)C)ccc3c(=O)n2Cc2ccco2)no1 | 1 | -4 | -3.9 | 0.1 | -1.1 | -0.8 | 19 | -10 | 8
CCOc1ccc(CNC(=O)C2CCN(S(=O)(=O)c3ccc4c(c3)CCCC(=O)N4)CC2)cc1 | -43 | -1 | 0.5 | -0.6 | -1.2 | 0.1 | 11 | 1 | -14
COc1cc(NS(=O)(=O)c2ccc(Br)cc2)c(OC)cc1NC(=O)c1ccco1 | -27 | 1 | -4.1 | -1.1 | -1.6 | -1.4 | -27 | -15 | -5
Clc1cccc(-c2cc3nc4c(c(N5CCN(c6cnccn6)CC5)n3n2)CCCC4)c1 | -1 | -3 | -6.0 | -5.4 | 0.1 | -0.2 | 2 | -11 | -3
Cc1cc(C)c(C(=O)COC(=O)c2cccnc2Cl)c(C)c1 | -14 | 1 | -3.7 | -2.9 | -2.1 | -0.4 | 37 | -15 | -5
COc1ccc(N=C2C(=Nc3ccc(OC)cc3)N(c3ccc(N(C)C)cc3)C(=S)N2c2ccc(OC)cc2)cc1 | -3 | -3 | -6.7 | 0.9 | -0.5 | 0.6 | 16 | -4 | -4
O=C(Nc1ccc(C(F)(F)F)cc1)c1cc(-c2cccnc2)nc2ccc(Br)cc12 | 4 | -2 | -0.1 | 0.1 | -0.3 | 0.4 | 30 | -7 | 8
Nc1cc(N2CCOCC2)c(Cl)cc1[N+](=O)[O-] | 9 | -4 | -5.6 | -3.1 | 0.9 | 0.0 | 33 | -8 | -1
O=C(O)C(CO)(c1ccccc1)c1ccccc1 | -4 | -7 | -1.2 | -1.5 | 0.3 | 0.2 | -36 | -4 | 9
COc1ccc(S(=O)(=O)Cc2ccc(C(=O)N3CCCC3)o2)cc1 | -5 | 0 | -1.4 | -1.8 | 2.6 | 0.8 | 3 | 3 | 0
CCOc1ccc(-n2nnc3c(=O)n(CC(=O)N4CCCc5ccccc54)cnc32)cc1 | -4 | / | -3.8 | -4.7 | 1.7 | 0.9 | -6 | -12 | 3
Fc1ccccc1CNCC1CCCO1 (stereo not given) | -1 | -5 | -1.1 | -2.7 | / | / | 14 | 6 | 7
O=C(Cn1cnc2c(cnn2-c2ccc(Cl)cc2)c1=O)N1CCN(c2ccccc2)CC1 | 3 | 3 | 0.1 | 1.9 | -0.7 | 0.2 | 27 | -2 | -14
COc1ccc(-c2cc(C(F)(F)F)nc(SCC(=O)N3CCOCC3)n2)cc1OC | -4 | 2 | -2.0 | 2.5 | -1.0 | -0.3 | -32 | -7 | 0
CCn1c(=O)cc(SCC(=O)NCc2ccco2)c2ccccc21 | -11 | -5 | -4.0 | -0.8 | 0.3 | 0.5 | 23 | 24 | -2
Cc1ncoc1C(=O)N1CCCC(C(=O)c2ccc(-c3ccccc3)c(F)c2)C1 (stereo not given) | -26 | -8 | -2.2 | -1.8 | 4.7 | 6.7 | 50 | -24 | -19
Cc1nnc(Cl)c2nn(-c3ccccc3)c(C)c12 | 1 | -2 | -5.1 | -4.2 | -1.5 | -1.4 | 6 | 2 | -10
NC(=O)C1(N2CCCCC2)CCN(C(=O)c2cccn3c(=O)c4cc(Cl)ccc4nc23)CC1 | -14 | -6 | 0.7 | 2.6 | -0.8 | -0.1 | 24 | -7 | -2
NC(=O)N/N=C/C=C/c1ccccc1 | -7 | -5 | -2.9 | -2.6 | 0.7 | 0.1 | -1 | 10 | 19

One compound at a time (already shown):
Cc1nnc(Cl)c2nn(-c3ccccc3)c(C)c12 as listed: DNA FID counter: 1; GalR3 antagonist: -2; IMP-1 inhibitor: -5.1; VIM-2 inhibitor: -4.2; OXTR agonist: -1.5; V1R ag counter: -1.4; PHOSPHO1 inh: 6; GPR7 antag: 2; NS3 helicase inh: -10
COc1ccc(N=C2C(=Nc3ccc(OC)cc3)N(c3ccc(N(C)C)cc3)C(=S)N2c2ccc(OC)cc2)cc1 as listed: DNA FID counter: -3; GalR3 antagonist: -3; IMP-1 inhibitor: -6.7; VIM-2 inhibitor: 0.9; OXTR agonist: -0.5; V1R ag counter: 0.6; PHOSPHO1 inh: 16; GPR7 antag: -4; NS3 helicase inh: -4

The results go on.
SMILES | DNA FID counter | GalR3 antagonist | IMP-1 inhibitor | VIM-2 inhibitor | OXTR agonist | V1R ag counter | PHOSPHO1 inh | GPR7 antag | NS3 helicase inh
Cc1cccc(NC(=O)c2c(-c3ccccc3)noc2C)n1 | 8 | 4 | -2.9 | -0.5 | -1.5 | -0.3 | 48 | -11 | 7
COC(=O)c1cccc(NC(=O)CSc2nnc(COc3cccc(C)c3)n2C)c1 | -35 | -5 | -2.2 | -1.3 | 0.0 | 1.6 | -4 | -8 | -4
O=C(O)CCNc1nc(-c2ccccc2)c2cc(Br)ccc2n1 | -33 | -9 | -2.5 | -0.8 | / | / | 24 | 5 | 13
CCCN1CCN(CC(=O)Nc2nnc(C)s2)CC1 | -1 | -11 | 1.7 | -1.6 | -0.5 | 0.4 | / | -13 | 1
CN(C)S(=O)(=O)N1CCCC(C(=O)c2ccc(-c3ccccc3)c(F)c2)C1 (stereo not given) | -9 | -7 | -0.4 | -0.1 | 4.7 | 3.2 | 51 | -11 | -2
Cc1c(CC(=O)NCC(=O)O)c(=O)oc2cc3c(cc12)CCC(C)(C)O3 | -14 | -9 | -2.5 | 0.4 | 2.8 | 0.2 | / | -20 | 0
COc1ccc(Cl)cc1NC(=O)C1CCCN(c2cc(C)nc3ncnn23)C1 (stereo not given) | -23 | -4 | -1.4 | 0.3 | -1.2 | -0.1 | 22 | -11 | -4
COc1ccc(OC)c(CN2C(=O)CCC2(C)C(=O)NC2CCCCCC2)c1 (stereo not given) | -29 | -4 | 0.2 | 2.1 | 0.0 | -0.1 | -2 | -3 | -9
COc1ccc(C2=NN(c3nc(C)cc(C)n3)C(=O)C2)cc1 | -15 | 2 | -4.2 | -1.2 | 0.0 | 0.8 | 49 | 3 | 5
Cc1cc(C(=O)CN2CCC(C)CC2)c(C)n1-c1ccccc1F | 2 | 3 | -2.5 | 0.5 | 0.0 | 2.6 | 11 | -5 | 3
